Assay outcomes from PubChem BioAssay.
hiPSC survival – hiPSC single-cell survival enhancement; AID 602274; ATPlite luminescence; 100% = ROCK inhibitor wells, 0% = DMSO; 0.044% of 360,000 active; survival enhancement, % at 20 µM; in the data active = survival enhancement above about 18%;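 also: cells exposed to compounds for 16 hours before the ATP read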
Cardio protect – myocardial damage modulation in H9c2 cells. protection from H2O2 cell death, % at 20 µM. H9c2 cardiomyocytes, H2O2 injury protection, ATPLite, 2 h. AID 588492. 0.63% of 360,000 active;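 active = compounds giving at least 50% protection of heart cells from peroxide-induced death in the single-dose screen, raw or plate-pattern-corrected value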;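 also: 0% = DMSO wells with peroxide and 100% = DMSO wells without peroxide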
N-glyco inh – blocks N-linked glycosylation in D54 reporter cells | reporter increase, % at 12.5 µM | D54 ERlucT glycosylation luciferase reporter, 24 h; percent of 100 nM tunicamycin response | 0.23% of 360,000 active | AID 588692;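 active = mean luciferase reporter signal, scaled so untreated is 0 and the glycosylation-blocking control 100, at or above a set limit in every replicate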;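 also: luciferase carries N-glycosylation sites so blocking glycosylation raises the light; 0% = median of neutral control wells and 100% = median of 100 nM tunicamycin wells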
MC4R ag barr – activates human MC4R beta-arrestin recruitment; activation, % at 8.9 µM; 0.98% of 360,000 active; P32245; U2OS MC4R beta-arrestin complementation, luminescence; percent of melanotan II response, DMSO zero;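 active = activation above a per-plate cutoff, the mean activation of sample wells on that plate plus 3 SD, cut at about 8% in these data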
MC4R antag cAMP – blocks human MC4R cAMP signaling; P32245; 0.48% of 360,000 active; MC4R-expressing cells, MTII-stimulated cAMP, LANCE TR-FRET; AID 540295; inhibition, % at 6.5 µM;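 active = inhibition above its plate's cutoff, the mean of tested wells on that plate plus 3 SD, cut at about 29% in these data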;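 also: 0% = Melanotan II alone and 100% = Melanotan II plus saturating MCL0020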
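Material: U2OS-MC4R stable cell line | Reagent: Melanotan II challenge after compound preincubation | Doses: One concentration, 6.5 µM nominal | Incubation: 30-min compound preincubation, 1-h Melanotan II challenge, 1-h detection, room temperature | Signal: TR-FRET cAMP assay | Replicates: One well per compound, no replicates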
ABCB6 inh 2 – blocks the human ABCB6 transporter. K562-ABCB6 porphyrin accumulation, flow cytometry, 1 h; hits give low values. 0.19% of 360,000 active. fluorescence ratio to DMSO, % at 10 µM. Q9NP58;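 active = fluorescence ratio to DMSO below 75%, the collection mean minus 3 SD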;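 also: signal is porphyrin accumulated inside mitochondria; 100% equals median channel fluorescence of DMSO control wells; lower ratio means ABCB6 inhibition with less porphyrin fluorescence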
ABHD5-PLIN5 inh – inhibitors of human ABHD5-perilipin-5 interaction; Split G. princeps luciferase complementation, luminescence, 4 h; inhibition, % at 4 µM; 0.78% of 360,000 active; AID 602281;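 active = inhibition above the mean inhibition across every tested compound plus 3 SD, cut at about 22% in these data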;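 also: 0% = DMSO only wells and the 100% control is not disclosed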
Target sequence (Q00G26 whole entry, looked up): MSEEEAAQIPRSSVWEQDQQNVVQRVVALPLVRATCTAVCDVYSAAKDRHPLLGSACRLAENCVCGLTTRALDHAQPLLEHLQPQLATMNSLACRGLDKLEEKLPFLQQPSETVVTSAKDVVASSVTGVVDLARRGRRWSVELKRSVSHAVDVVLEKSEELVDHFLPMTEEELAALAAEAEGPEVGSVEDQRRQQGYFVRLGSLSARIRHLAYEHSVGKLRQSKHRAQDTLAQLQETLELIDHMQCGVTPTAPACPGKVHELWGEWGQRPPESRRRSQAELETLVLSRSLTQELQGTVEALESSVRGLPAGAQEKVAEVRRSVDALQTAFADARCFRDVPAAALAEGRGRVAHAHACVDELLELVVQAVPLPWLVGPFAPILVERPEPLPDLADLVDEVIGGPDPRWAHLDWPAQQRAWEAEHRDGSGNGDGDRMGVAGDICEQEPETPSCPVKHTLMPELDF
Target sequence (Q8WTS1 whole entry, looked up): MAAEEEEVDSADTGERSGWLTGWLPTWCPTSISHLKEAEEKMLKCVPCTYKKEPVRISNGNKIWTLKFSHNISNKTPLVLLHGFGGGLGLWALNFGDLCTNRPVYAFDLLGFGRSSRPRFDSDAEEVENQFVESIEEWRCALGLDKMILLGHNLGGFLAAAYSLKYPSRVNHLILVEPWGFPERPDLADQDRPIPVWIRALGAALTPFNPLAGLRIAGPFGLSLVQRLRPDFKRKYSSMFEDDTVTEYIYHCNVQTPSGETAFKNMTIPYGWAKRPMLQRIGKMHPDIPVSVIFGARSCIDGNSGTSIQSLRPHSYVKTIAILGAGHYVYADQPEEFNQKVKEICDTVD
HTR2A ag – agonists of mouse serotonin 5-HT2A receptor (HTR2A) | 0.66% of 360,000 active | P35363 | AID 624169 | CHO-K1 mHTR2A beta-arrestin complementation, luminescence; percent of 30 µM serotonin response | activation, % at 7.6 µM;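 active = activation above a run cutoff, the mean activation of all tested compounds plus 3 SD, cut at about 14% in these data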;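 also: 0% = plate median of compound wells and 100% = 30 µM serotonin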
Granule exo inh – blocks lytic granule exocytosis; TALL-104 LAMP-1 surface exposure, flow cytometry; cells stimulated with thapsigargin and PMA; inhibition, % at 10 µM; 0.66% of 360,000 active; AID 651702;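 active = inhibition above about 55%, limit read from the data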
aDG glyco act – increases alpha dystroglycan glycosylation | Pro5-aDG cells, alpha-DG glycosylation AlphaScreen (IIH6); 0% Pro5, 100% B10-LARGE cell signal | activation, % at 10 µM | 0.22% of 360,000 active;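 active = activation of at least 8% versus controls, or a plate z-score of at least 8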;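 also: Pro5 are CHO cells carrying HIG-tagged alpha-DG that lacks glycosylation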
Starred values were filed as active, the others as inactive.

The line under a structure holds: hiPSC survival, Cardio protect, N-glyco inh, MC4R ag barr, MC4R antag cAMP, ABCB6 inh 2, ABHD5-PLIN5 inh, HTR2A ag, Granule exo inh, aDG glyco act
> Cc1ccc2nc(Nc3nc(C)cc(C(F)(F)F)n3)nc(C)c2c1
    -0.5, 5, 3, -0.1, -2, 99, 7, -3, -3, 0.1
> Cc1nc([N+](=O)[O-])c(Br)n1CC(=O)c1ccc(F)cc1
    -0.6, -10, 8, 0.0, 1, 97, 12, -2, -2, 0.1
> COCCOC1CCN(C(=O)c2cc(COc3ccc(-n4cncn4)cc3)on2)CC1
    -0.2, 3, 3, -2.4, 1, 100, -6, 1, 2, 0.1
> Cc1cc(C)n2nc(SCC(=O)N(C)Cc3ccccc3)nc2n1
    -1.9, 0, 3, -0.8, 9, 102, 8, 2, 8, 0.0
> S=C(NCc1ccco1)Nc1cc(Cl)c(Cl)cc1Cl
    -1.1, -21, -6, -2.9, 2, 101, -5, -3, 0, 0.1
> Nc1ccccc1N=Cc1ccc(-c2cccc(Cl)c2)o1
    -1.0, -28, 3, 6.5, 23, 103, 12, 1, 96*, 0.5
> O=C(O)Cc1cccc2ccccc12
    -1.7, 2, -2, -0.9, 0, 100, 2, 3, 2, -0.1
> COc1cc(C(=O)N2CCc3ccccc32)c([N+](=O)[O-])cc1OC
    0.3, 2, 0, -0.7, 10, 97, -25, 3, -5, -0.1
> O=C(O)c1ccc(N2CCc3ccccc32)c([N+](=O)[O-])c1
    0.2, -2, 1, -1.9, 0, 99, -1, 2, 12, -0.2
> NS(=O)(=O)c1ccc(Nc2nc(-c3cccc([N+](=O)[O-])c3)cs2)cc1
    0.1, 29, -4, -1.8, 9, 93, 5, -4, 22, -0.3
> COCCNC(=O)/C(C#N)=C/c1cccc(/C=C(\C#N)C(=O)NCCOC)c1
    -1.8, -2, 5, -2.1, -5, 98, 48*, -1, 3, -0.1
> Cc1ccc2nc(-c3cccnc3)c(Nc3ccccc3C)n2c1
    0.5, 6, 0, -1.6, 8, 93, 7, 9, 2, 0.1
> OC(CNCC1CCCO1)Cn1c2ccccc2c2ccccc21 (stereo not drawn)
    -2.6, 10, -1, -1.7, -5, 87, 7, -2, 2, 0.8
> CCN(CC)c1ccc(NC(=O)c2ccco2)cc1
    -1.8, -14, -12, 1.1, -15, 101, -2, 3, -3, 0.1
> O=C(CN1CCN(C(=O)CNC(=O)c2ccc(N3CCCC3=O)cc2)CC1)Nc1ccccc1Cl
    -0.2, 8, -1, 0.2, 0, 96, 0, -4, -5, -0.2
> COc1cc(C(=O)Nc2nc3ccccc3[nH]2)ccc1OC(F)F
    0.3, -21, -4, 0.1, 0, 99, 1, 1, 6, 0.1
> COCCCn1c(SCC(=O)N2CCOCC2)nc2cc(Cl)ccc2c1=O
    2.9, 2, 2, 0.2, 4, 100, 2, 8, -1, 0.4
> Cc1cc(C)n2cc(CSc3ncccc3C(=O)O)nc2n1
    -1.7, -4, -1, 1.1, -3, 106, -2, 0, 12, 0.2
> O=C(c1ccc(Br)o1)N1CCN(c2ccc(F)cc2)CC1
    1.4, 0, -1, -1.8, -4, 96, -1, 4, -3, 0.1
> N/C(=N\OC(=O)c1ccc2c(c1)OCO2)c1cccnc1
    -0.1, -27, -7, -3.9, 22, 99, 0, 0, 1, -0.1
> O=C(CCc1nnc2ccc(NCc3ccccc3)nn12)NCC1CCN(C2CCCC2)C1 (stereo not drawn)
    0.3, 1, 1, -1.2, 7, 101, -10, 0, 2, -0.1
> COc1cccc(-c2nnc(NC(=O)c3cccs3)s2)c1
    -0.2, -10, 3, 2.7, 17, 106, 0, -3, -4, 0.4
> Cc1cc(NC(=O)C2C3C(=O)N(CCC(C)C)C(C(=O)NCc4ccccc4)C34C=CC2(C)O4)no1 (stereo not drawn)
    -1.7, 0, -1, 0.9, 10, 99, 1, 2, -3, -0.2
> Cc1ccc2nc(SCC(=O)Nc3cccc([N+](=O)[O-])c3)[nH]c2c1
    -1.0, -5, 0, 0.4, -4, 94, 5, -5, -4, 0.5
> CCOc1ccc(S(=O)(=O)Nc2ccc(C(=O)NCc3ccncc3)cc2)cc1
    0.7, 2, 0, -0.8, 5, 94, 12, -3, 1, 0.0
> COc1ccccc1C(CNC(=O)CNC(=O)c1ccccc1Cl)N1CCCC1 (stereo not drawn)
    0.3, 7, 0, -2.0, -1, 107, -2, 6, 4, -0.2
> CCC1CCCCN1C(=O)COc1ccc(F)cc1 (stereo not drawn)
    -0.4, 3, 1, -2.4, 9, 99, -3, 1, -19, -0.4
> CCCCCCc1ccc(N2C[C@H](CCCCC)[C@@H](CC(=O)NCc3ccccc3)C2=O)cc1
    -3.1, -10, -6, 0.5, 6, 90, -3, 2, 6, 1.0
> Cc1cc([N+](=O)[O-])nn1CCC(=O)Nc1nccs1
    8.3, 0, 0, 0.6, 0, 96, 4, 3, 1, -0.2
> Cc1ccc(-c2nc3ccccn3c2C=O)cc1
    -0.9, -12, 1, -0.9, 20, 236, -5, -2, 4, -0.2
> COc1ccc(C2=NN(C(=O)COc3ncnc4ccccc34)C(c3ccco3)C2)cc1 (stereo not drawn)
    0.0, -11, -10, 2.2, -2, 92, 6, 2, -2, 0.9
> O=C(O)CCSCC(=O)Nc1c(C(=O)C2CC2)oc2ccccc12
    6.0, 6, 3, -1.4, 5, 96, 0, 3, 0, -0.2
> Cc1cc(/C=N/NC(=O)c2c(Br)cnn2C)c(C)n1-c1cccc(Br)c1
    0.9, 14, -3, 0.0, 4, 102, 1, 2, 1, 0.2
> S=C(NCCc1cccc(Cl)c1)NC1CCCCC1
    0.0, -9, -2, 1.6, 6, 102, -2, -10, -2, 0.3
> COc1ccc(NC(=O)CC2C(=O)N(Cc3cccs3)C(=S)N2C(C)C)cc1 (stereo not drawn)
    0.4, 2, -3, -1.2, 10, 97, 3, -3, 5, -0.1
> COc1ccc(C2C(C(C)=O)=C(O)C(=O)N2c2ccc(F)cc2)cc1 (stereo not drawn)
    -0.3, -1, 1, 0.2, 4, 91, -3, 2, 6, 0.1
> O=C(O)CC(C(=O)O)c1ccc(OCCCCOc2ccc(C(CC(=O)O)C(=O)O)cc2)cc1 (stereo not drawn)
    0.4, 2, 0, -0.7, 8, 94, 3, 13, 1, 0.1
> COc1ccccc1CNC(=O)CCNC(=O)Cn1cnc2ccccc2c1=O
    3.0, -7, 2, -2.6, 3, 102, 2, -3, -4, -0.1
> Cc1ccsc1-c1n[nH]c(=S)n1CC(C)C
    0.0, 1, 4, -1.3, 3, 86, 0, 5, -2, -0.1
> Cc1ccc([C@H]2C[C@H](n3cc(C4CC4)nn3)[C@@H](O)CN2Cc2cccs2)cc1
    1.0, -7, 0, 3.6, 8, 100, -11, -5, -1, 0.0
> Cc1cc(C)n(C(=O)c2cccc([N+](=O)[O-])c2)n1
    -0.2, 8, 2, -0.6, 2, 101, -1, 0, -10, -0.1
> O=C(N/N=C/c1cccc(NC(=O)c2ccc(Cl)cc2)c1)c1cccc(O)c1
    -0.6, 0, -7, 7.0, 26, 94, 3, 1, -2, -0.3
> O=C(CCCC(=O)NCc1ccc(F)cc1)NCc1ccc(F)cc1
    3.5, 2, -1, -1.5, -1, 90, 2, -2, 1, 0.2
> Cc1nn(C(C)C(=O)N2CCN(c3ccccn3)CC2)c(=O)c2cc3occc3n12 (stereo not drawn)
    3.0, -2, -1, -1.4, -1, 103, -1, -4, 1, 0.1
> CCCCCCCNC(=O)C1(CC2CC(c3ccc(Cl)cc3)=NO2)CCN(C(=O)c2cc(OCC)c(OCC)c(OCC)c2)CC1 (stereo not drawn)
    -1.8, 3, -6, -2.9, 15, 98, 0, -6, 0, 0.3
> CC(Oc1ccccc1)C(=O)OCC(=O)Nc1sccc1C(N)=O (stereo not drawn)
    -0.4, -19, 2, -1.9, 5, 96, -9, -1, -2, 0.2
> CCC1(c2ccccc2)NC(=O)N(CC(=O)NNC(=O)c2ccoc2C)C1=O (stereo not drawn)
    -0.5, -1, -1, 0.5, 12, 101, -2, 1, -4, -0.2
> CCOc1cc(C(=O)OC(C)C(=O)Nc2ccccc2OC)ccc1OCC(=O)N1CCOCC1 (stereo not drawn)
    0.8, 9, 1, 0.5, 20, 99, 4, 4, -3, -0.2
> CC1=CC(=C(C#N)c2nc3ccccc3s2)C=C(C)N1c1ccc(F)cc1
    1.8, -7, -4, 0.2, 15, 114, 1, 3, -1, 0.2
> O=C(CNS(=O)(=O)c1ccc(Cl)cc1)N/N=C/c1ccco1
    3.2, 6, 0, -1.4, 9, 97, 7, -5, 0, 0.3
> CCc1nc2ccc(C(=O)NCCc3ccccn3)cn2c1N(C)CCC(C)C
    -0.1, 5, -1, 0.2, 15, 87, 3, 5, 1, 0.1
> COc1ccc(S(=O)(=O)NNC(=O)C23CC4CC(CC(C4)C2)C3)cc1[N+](=O)[O-]
    0.7, 3, 0, -2.7, 3, 102, -1, 1, 2, -0.1
> COC(c1ccccc1)c1nnc(CCC(=O)NCc2cccc(-n3cccn3)c2)o1 (stereo not drawn)
    4.3, 6, 1, -2.0, 7, 104, -2, 2, 0, -0.2
> Cn1nnc(NC(=O)c2ccc3ccccc3c2)n1
    -1.2, -1, 1, -0.6, 0, 101, 2, 1, -1, -0.1
> CCOc1cc(C(=O)NC(C)CCc2ccccc2)cc(OCC)c1OCC (stereo not drawn)
    1.3, -5, -3, 14*, 9, 129, -1, -1, 4, 0.2

Two compounds picked at random from the list so far:
The line under a structure holds: hiPSC survival, Cardio protect, N-glyco inh, MC4R ag barr, MC4R antag cAMP, ABCB6 inh 2, ABHD5-PLIN5 inh, HTR2A ag, Granule exo inh, aDG glyco act
> Cc1ccc([C@H]2C[C@H](n3cc(C4CC4)nn3)[C@@H](O)CN2Cc2cccs2)cc1
    1.0, -7, 0, 3.6, 8, 100, -11, -5, -1, 0.0
> COC(c1ccccc1)c1nnc(CCC(=O)NCc2cccc(-n3cccn3)c2)o1 (stereo not drawn)
    4.3, 6, 1, -2.0, 7, 104, -2, 2, 0, -0.2
